Screening results from PubChem.
STAT1 act: STAT1 signaling activation. NIH 3T3 STAT1-luciferase reporter, IFN-gamma, luminescence; 100% = IFN-gamma alone, no compound. activation (% of control), % at 5.5 µM. 200,000 tested, 2.6% active;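 active = activation above the screen-wide mean activation plus 3 SD, cut at about 130% in these data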;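 note: raw ratio to IFN-gamma control signal so 100% means no change and 0% no light; values of inactives mirror those of a sister screen read the other way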
STAT3 inh: STAT3 signaling inhibition. U3A cells, IL-6 STAT3-luciferase reporter, luminescence; host cell line lacks STAT1. inhibition, % at 5.5 µM. 190,000 tested, 0.89% active;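 active = inhibition above the mean inhibition across all screened compounds plus 3 SD, cut at about 44% in these data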;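 note: 0% = DMSO only wells and 100% = 100 µM nifuroxazide control wells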
STAT3 activator: activators of IL-6 induced STAT3 signaling. AID 871. 190,000 tested, 0.91% active. activation (% of control), % at 5.6 µM. U3A cells, IL-6 STAT3-luciferase reporter, luminescence; 100% = signal with IL-6 EC80 alone;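 active = activation above the screen-wide mean of compound activation plus 3 SD, cut at about 130% in these data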;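 note: 0% = background luminescence of wells with medium and substrate only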
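system = STAT3-luciferase reporter U3A cells | reagent = IL-6 stimulus at 33 ng/mL final | timing = 1 h compound pre-exposure, 6 h IL-6 stimulation, 37 °C | measured by = luminescence | evaluation = % activation versus median of IL-6-stimulated wells | control set = IL-6-only wells as 100% reference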
APP 5UTR inh: APP translation inhibition. SH-SY5Y APP 5'UTR-luciferase reporter, luminescence. inhibition, % at 2 µM. 190,000 tested, 0.82% active. AID 1285;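 active = inhibition above a set limit, derived from the sample mean plus 3 SD, cut at about 45% in these data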; note: values of inactives mirror those of a sister screen read the other way
Diaph inh CS: inhibits diaphorase or chemically oxidizes, flagging diaphorase assay artifacts; diaphorase resazurin-to-resorufin fluorescence, NADH, 16 min; bacterial (C. kluyveri) enzyme, not human; inhibition, % at 20 µM; 190,000 tested, 0.69% active; AID 1217;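 active = primary screen inhibition at 20 µM above a set limit, cut at about 50% in these data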;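 note: plate controls were DMSO with full reaction for no effect and wells lacking NADH for full effect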
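Assay system – diaphorase enzyme from Clostridium kluyveri · Amount – diaphorase 0.14 U/mL (working solution) · Times – reaction incubation of 16 min at room temperature · Controls – No-NADH positive control and DMSO neutral control · Signal – resorufin fluorescence 544/590 nm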
STAT1 blocker: inhibitors of IFN-gamma induced STAT1 signaling | AID 920 | 200,000 tested, 0.35% active | NIH 3T3 STAT1-luciferase reporter, luminescence | inhibition, % at 5.5 µM;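 active = inhibition above a set limit, the mean inhibition across all tested compounds plus 3 SD, cut at about 34% in these data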;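 note: 0% = IFN-gamma with DMSO and 100% = IFN-gamma with 300 µM nifuroxazide; values of inactives mirror those of a sister screen read the other way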
G6PDH CS: L. mesenteroides G6PDH inhibition counter-screen; Purified L. mesenteroides G6PDH, diaphorase/resazurin coupled fluorescence, 45 min; AID 1020; 200,000 tested, 0.12% active; inhibition, % at 5 µM; in the data active = inhibition above about 50%
TLR4 MyD88 comp: inhibitors of human TLR4-MyD88 binding; AID 861; 200,000 tested, 0.18% active; HeLa CL3-4 TLR4/MyD88 BLA complementation, FRET ratio; inhibition, % at 8.4 µM; in the data active = inhibition above about 25%;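 note: 0% = vehicle and 100% = reference inhibitor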
Target sequence (O00206 whole entry, looked up): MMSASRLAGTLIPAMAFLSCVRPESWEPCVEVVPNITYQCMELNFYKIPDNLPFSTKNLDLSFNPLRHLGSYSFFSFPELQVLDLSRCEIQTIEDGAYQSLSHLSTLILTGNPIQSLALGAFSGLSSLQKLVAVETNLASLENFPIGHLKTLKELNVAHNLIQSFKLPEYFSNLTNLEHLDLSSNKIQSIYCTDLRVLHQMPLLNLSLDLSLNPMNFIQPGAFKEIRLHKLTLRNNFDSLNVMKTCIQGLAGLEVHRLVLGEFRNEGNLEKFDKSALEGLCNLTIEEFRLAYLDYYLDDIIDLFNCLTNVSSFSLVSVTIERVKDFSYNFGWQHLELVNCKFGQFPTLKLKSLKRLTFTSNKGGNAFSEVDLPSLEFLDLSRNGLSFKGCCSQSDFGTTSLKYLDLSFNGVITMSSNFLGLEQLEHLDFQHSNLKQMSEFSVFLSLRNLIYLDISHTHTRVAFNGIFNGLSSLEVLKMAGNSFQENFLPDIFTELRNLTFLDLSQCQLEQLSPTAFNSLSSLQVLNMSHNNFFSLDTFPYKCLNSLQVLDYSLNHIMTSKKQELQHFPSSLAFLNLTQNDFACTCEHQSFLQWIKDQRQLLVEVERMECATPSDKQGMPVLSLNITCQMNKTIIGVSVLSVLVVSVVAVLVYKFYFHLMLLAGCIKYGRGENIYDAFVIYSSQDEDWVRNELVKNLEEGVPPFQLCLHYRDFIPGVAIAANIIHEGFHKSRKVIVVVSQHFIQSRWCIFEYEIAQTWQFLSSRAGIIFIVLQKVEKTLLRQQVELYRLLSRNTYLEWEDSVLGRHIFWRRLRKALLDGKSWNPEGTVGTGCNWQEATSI
Target sequence (Q99836 whole entry, looked up): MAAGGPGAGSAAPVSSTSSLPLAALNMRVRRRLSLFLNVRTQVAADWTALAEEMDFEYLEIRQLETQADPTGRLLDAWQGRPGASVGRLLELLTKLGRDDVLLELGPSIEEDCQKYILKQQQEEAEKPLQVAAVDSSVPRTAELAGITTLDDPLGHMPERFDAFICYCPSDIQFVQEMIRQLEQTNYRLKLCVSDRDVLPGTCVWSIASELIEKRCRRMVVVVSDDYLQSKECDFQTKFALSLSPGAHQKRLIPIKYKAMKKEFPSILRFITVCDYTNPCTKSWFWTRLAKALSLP
Hsp70 act: transcriptional activators of Hsp70 | HeLa Hsp70 promoter luciferase reporter, luminescence; scaled: vehicle 0, proteasome-inhibitor control 100% | activation, % at 10 µM | 200,000 tested, 0.04% active;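 active = activation above the mean across all tested compounds plus 3 SD, cutoff set per campaign, cut at about 5.5% in these data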;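 note: 100% = MG132 at 30 µM as the positive control and 0% = DMSO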
Diaph act CS: diaphorase activation or chemical reduction counter-screen. activation factor at 20 µM. AID 1229. 190,000 tested, 0.005% active. Diaphorase/resazurin coupled assay, resorufin fluorescence, 16 min; stronger effect = higher value; 1 = vehicle wells, 0 = NADH-free wells;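 active = diaphorase activity raised at least twofold by the compound at 20 µM; inactive = activation factor below 2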
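Assay system: bacterial diaphorase enzyme (C. kluyveri) / Input: enzyme 0.07 U/mL final / Medium: 50 mM HEPES pH 7.4 with 4.542 mM MgCl2, 0.005% Tween 20 / Doses: single compound dose of 20 µM, 1% DMSO final / Incubation: 16 min enzyme reaction, ambient temperature / Signal: fluorescence, excitation 544 nm and emission 590 nm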
Active calls of the source: *; nt = not tested or not shown.

SMILES | STAT1 act | STAT3 inh | STAT3 activator | APP 5UTR inh | Diaph inh CS | STAT1 blocker | G6PDH CS | TLR4 MyD88 comp | Hsp70 act | Diaph act CS
COc1cccc(-c2cc(C(F)(F)F)nc(-n3cc(C)cn3)n2)c1 | 92.8 | 29.1 | 79.4 | -3.5 | 19.5 | 5.0 | 2.1 | 1.6 | -0.2 | 0.8
Cc1ccccc1-c1cc(-c2ccccc2O)on1 | 102.4 | -70.4 | 167.7* | -197.3 | 14.5 | -2.7 | 4.1 | 8.9 | -0.1 | 0.9
CCN(CC)Cc1cc(O)c(CN(CC)CC)cc1O | 103.4 | 10.3 | 95.7 | -2.2 | 53.1* | -5.1 | 56.9* | -17.6 | -0.5 | 0.5
O=C(NCc1ccco1)C12CN(Cc3ccccc3)CC1C(c1ccc([N+](=O)[O-])cc1)=NO2 (centres undefined) | 91.1 | 6.1 | 103.0 | -2.6 | 10.9 | 7.7 | 11.3 | -12.2 | -0.2 | 0.9
CC(=O)Nc1ccc(SCC(=O)O)cc1 | 104.3 | -6.4 | 106.7 | 1.7 | 0.0 | -4.7 | 6.3 | 9.4 | 3.2 | 1
CCN(CC)C(=O)C[n+]1ccc(C(N)=O)cc1 | 95.1 | 3.3 | 99.1 | 17.4 | 14.0 | 3.6 | 21.6 | -7.0 | -0.3 | 0.9
CC(C)(C)c1ccc(/C=C/C(=O)N2CCN(c3ncccn3)CC2)cc1 | 99.0 | -6.6 | 107.8 | 2.1 | 25.7 | 1.1 | -5.9 | -3.4 | 0.2 | 0.7
O=C(COc1ccccc1)N1CCN(C(=O)c2ccco2)CC1 | 108.9 | -4.1 | 104.7 | -5.6 | 4.5 | -9.7 | 9.2 | -9.2 | -0.1 | 1
CCOC(=O)NC(c1ccccc1)C1CCCCC1=O (centres undefined) | 101.8 | 7.4 | 96.1 | -14.0 | 12.0 | -1.9 | 5.3 | -12.6 | -0.4 | 0.9
COc1ccc(N=C2S/C(=C\c3ccc(OCC(=O)O)cc3)C(=O)N2CCc2c[nH]c3ccccc23)cc1 | 103.6 | -10.7 | 110.0 | -0.7 | 1.3 | -4.0 | 6.5 | 3.2 | -0.2 | 1
Cc1cccc(NC(=O)N2CCCC2C(=O)NCc2cccs2)c1 (centres undefined) | 103.6 | 2.3 | 98.2 | -3.3 | 9.9 | -1.8 | 0.6 | -3.3 | -0.2 | 0.9
O=c1ccn(-c2cccc(C(F)(F)F)c2)nc1-c1ccn(-c2cccc(Cl)c2)n1 | 102.4 | 10.8 | 99.4 | -4.2 | 19.3 | -2.6 | 2.2 | 1.0 | -0.3 | 0.8
Cc1ccccc1C(=O)N/N=C1/SCC(=O)N1Cc1ccc2c(c1)OCO2 | 95.1 | -6.2 | 104.2 | 13.5 | 9.7 | 5.5 | -4.7 | 4.0 | -0.1 | 0.9
COc1ccccc1NC(=O)NCc1ccccc1F | 88.4 | -1.0 | 106.1 | -15.7 | 11.9 | 10.8 | 11.8 | -5.7 | 0.2 | 0.9
COc1cc2c(cc1OC)C(COc1ccccc1OC)N(C(=O)C(C)C)CC2 (centres undefined) | 94.1 | 8.8 | 98.9 | -0.1 | 2.7 | 6.0 | 3.5 | -2.3 | 0.0 | 1
CN(C)CCCn1c(SCC(=O)Nc2sc3c(c2C#N)CCCC3)nnc1-c1ccncc1 | 90.4 | 10.8 | 89.9 | -3.9 | 18.9 | 10.4 | 0.4 | -6.1 | -0.2 | 0.8
Cn1c(SCC(=O)Nc2cccc(F)c2)nnc1-c1cccnc1 | 94.9 | -1.9 | 101.7 | 0.9 | 5.6 | 6.4 | -11.0 | 6.9 | -0.1 | 0.9
CCOCC(=O)N1CCN(c2ccc([N+](=O)[O-])cc2)CC1 | 85.8 | 17.2 | 89.0 | 15.2 | 7.3 | 15.6 | -25.0 | -3.9 | -0.1 | 0.9
O=C(CSc1nnc(-c2ccccc2Br)o1)Nc1cccc2ccccc12 | 100.8 | 16.2 | 90.7 | 3.0 | 29.8 | -0.9 | -29.9 | -2.8 | -0.1 | 0.7
CCSc1nc2sc3c(c2c2nnc(SCC(=O)NCc4ccco4)n12)CCCC3 | 100.3 | 13.9 | 90.7 | -5.3 | nt | -0.4 | nt | 8.9 | -0.4 | nt
COc1ccc(C(=O)Nc2ccc(Cc3ccncc3)cc2)cc1Br | 109.3 | 10.5 | 96.7 | -13.2 | 8.7 | -11.2 | 8.5 | 2.1 | 0.1 | 0.9
Cc1cc(C)c(C#N)c(SCc2[nH]nc3c2C(c2ccccc2)C(C#N)=C(N)O3)n1 (centres undefined) | 98.3 | -2.1 | 101.8 | 4.8 | 53.0* | 1.7 | -45.4 | -0.6 | -0.2 | 0.5
CCOC(=O)CSC1=NN2CCS(=O)(=O)N=C2S1 | 95.7 | 10.5 | 93.2 | -5.3 | 0.0 | 4.5 | 2.2 | -6.2 | -0.1 | 1
CC(C)C(NC(=O)CNC(=O)OC(C)(C)C)C(=O)NCc1ccc(Cl)cc1 (centres undefined) | 99.0 | -3.8 | 105.0 | -28.0 | 9.5 | 0.5 | 7.0 | -4.1 | -0.3 | 0.9
Nc1cc(=O)[nH]c(SCC(=O)Nc2ccccc2Sc2ccccc2)n1 | 91.1 | 7.4 | 100.9 | -14.8 | 13.6 | 9.6 | 2.9 | 9.7 | -0.1 | 0.9
CCc1cccc(N=c2c([N+](=O)[O-])nn(-c3ccc4c(c3)OCCO4)n2O)c1 | 110.9 | -2.7 | 106.7 | 16.9 | 5.4 | -9.7 | 1.8 | -0.5 | -0.1 | 0.9
COc1ccccc1NC1=NC2(CCCC2)N=C(N)N1 | 98.5 | 5.6 | 98.1 | 2.0 | 7.0 | 1.7 | -5.0 | 10.1 | -0.4 | 0.9
CCOc1ccc(Cl)cc1CNCCNCC(C)O (centres undefined) | 97.1 | 9.6 | 99.6 | -22.9 | 0.4 | -0.1 | 4.8 | -8.4 | 0.2 | 1
COc1ccc(-c2cc(N)n(S(=O)(=O)c3ccc(F)cc3)n2)cc1OC | 94.4 | 33.9 | 78.1 | 2.9 | 21.9 | 6.2 | 9.7 | -5.7 | -0.2 | 0.8
Cn1c(=O)n(C)c2cc(NS(C)(=O)=O)ccc21 | 103.9 | 7.4 | 95.9 | -6.4 | 24.3 | -4.2 | 12.5 | 0.5 | -0.2 | 0.8
COc1ccc(/C=N/NC(=O)CNC(=O)COc2ccccc2)cc1 | 95.6 | 17.1 | 89.1 | 25.9 | 5.9 | 4.8 | -1.1 | -10.2 | -0.4 | 0.9
COc1cc(C2SCC(=O)N2CCN2CCCCC2)ccc1O (centres undefined) | 97.5 | 9.1 | 100.1 | -4.7 | 8.4 | 2.9 | 7.0 | -9.9 | 0.0 | 0.9
COc1c2ccccc2c(OC)c2ccccc12 | 105.8 | 17.2 | 87.2 | -4.5 | 9.9 | -7.4 | 4.0 | -26.3 | -0.2 | 0.9
O=C(CN1C(=O)C2CC=CCC2C1=O)Nc1nc2ccc(F)cc2s1 (centres undefined) | 104.9 | 6.3 | 100.4 | -19.9 | 12.1 | -6.8 | 6.0 | -11.2 | -0.2 | 0.9
COC(=O)Cn1cnc2ccccc2c1=O | 113.9 | 0.5 | 99.7 | 12.5 | 4.8 | -15.2 | 0.4 | -7.3 | -0.3 | 1
CCn1nc(C)c(NC(=O)/C=C/c2cnn(C)c2)c1C | 104.9 | 2.5 | 102.0 | -6.8 | 13.1 | -5.3 | 1.1 | 9.0 | -0.4 | 0.9
O=C(COC(=O)/C=C/c1ccc(F)cc1)NCc1ccco1 | 102.1 | 2.0 | 100.1 | -22.6 | 11.2 | -2.8 | 4.3 | -0.3 | -0.2 | 0.9
Cc1cccn2cc(-c3c[nH]c4ccccc34)nc12 | 134.0* | -36.8 | 139.8* | -133.9 | 18.5 | -38.6 | 0.6 | 16.7 | 0.2 | 0.8
CC(=O)C1=C(O)C(=O)N(Cc2ccco2)C1c1ccc2c(c1)OCO2 (centres undefined) | 104.0 | -12.6 | 114.8 | 5.1 | 25.2 | -4.4 | -11.4 | 0.2 | -0.2 | 0.7
O=c1[nH]ncc2c3ccccc3n(Cc3ccc(F)cc3)c12 | 102.4 | 7.0 | 94.7 | -1.0 | 10.5 | -2.6 | -5.9 | 9.0 | -0.2 | 0.9
COC(=O)c1ccccc1NC(=O)C(=O)NCc1ccncc1 | 103.1 | 7.2 | 98.0 | -12.6 | -4.0 | -6.4 | 9.2 | 21.9 | -0.2 | 1
Cn1c(=O)c2c(nc(CN3CCOCC3)n2CCc2ccccc2)n(C)c1=O | 104.3 | -0.6 | 103.3 | -11.9 | 0.6 | -4.6 | 2.4 | 2.9 | -0.2 | 1
COc1c(C)cc(Br)cc1C(=O)Nc1ccccc1N1CCN(C(=O)c2ccccc2)CC1 | 93.9 | 7.7 | 99.4 | -0.9 | 31.2 | 5.7 | 5.0 | -12.5 | 0.8 | 0.7
COC(=O)c1ccccc1NC(=O)Cn1c(=O)oc2ccc(Cl)cc21 | 100.9 | 2.0 | 98.3 | 0.2 | 7.1 | 0.8 | -0.3 | -4.8 | 0.1 | 0.9
CC(C)N(C)NC(=S)Nc1ccccc1 | 99.1 | 4.6 | 96.1 | 8.0 | 4.8 | 1.1 | 4.6 | -3.1 | -0.3 | 1
CCN1CCN(C(=O)c2cc3c(=O)n(C)c4ccccc4c3n2C)CC1 | 103.3 | 6.1 | 99.3 | 3.6 | 23.8 | -3.6 | -18.6 | -3.0 | -0.1 | 0.8
CC(C)COC(=O)Nc1nnc(SCc2ccccc2F)s1 | 101.6 | 1.5 | 98.8 | nt | 3.4 | -4.2 | 1.3 | 8.8 | 0.2 | 1
CCOC(=O)C1=C(Cc2ccc(F)cc2)C(=O)c2ccccc2C1=O | 96.7 | 11.2 | 90.7 | 0.1 | 25.3 | 3.6 | 61.8* | -2.1 | -0.2 | 0.7
CCOC(=O)C1CCN(CC(=O)N2C(C)CCCC2C)CC1 (centres undefined) | 105.0 | 7.4 | 99.1 | -27.6 | 28.8 | -4.8 | 9.6 | -1.4 | -0.3 | 0.7

Diaph inh CS, what is marked active above.
mol | STAT1 act | STAT3 activator | APP 5UTR inh | Diaph inh CS | STAT1 blocker | TLR4 MyD88 comp | Hsp70 act
CCN(CC)Cc1cc(O)c(CN(CC)CC)cc1O | 103.4 | 95.7 | -2.2 | 53.1* | -5.1 | -17.6 | -0.5
Cc1cc(C)c(C#N)c(SCc2[nH]nc3c2C(c2ccccc2)C(C#N)=C(N)O3)n1 (centres undefined) | 98.3 | 101.8 | 4.8 | 53.0* | 1.7 | -0.6 | -0.2
